Screening results from PubChem BioAssay.
CHRM5 antagonist: antagonists of human muscarinic M5 receptor (CHRM5). P08912. CHO-hM5 cells, Fluo-8 calcium fluorescence, ACh EC80. inhibition, % at 3 µM. 0.59% of 360,000 active. AID 624040;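 active = inhibition above a per-plate cutoff, the mean of that plate's test compounds plus 3 SD, cut at about 27% in these data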;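 also: 0% = acetylcholine EC80 with DMSO and 100% = DMSO without agonist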
Target sequence (P08912 whole entry, looked up): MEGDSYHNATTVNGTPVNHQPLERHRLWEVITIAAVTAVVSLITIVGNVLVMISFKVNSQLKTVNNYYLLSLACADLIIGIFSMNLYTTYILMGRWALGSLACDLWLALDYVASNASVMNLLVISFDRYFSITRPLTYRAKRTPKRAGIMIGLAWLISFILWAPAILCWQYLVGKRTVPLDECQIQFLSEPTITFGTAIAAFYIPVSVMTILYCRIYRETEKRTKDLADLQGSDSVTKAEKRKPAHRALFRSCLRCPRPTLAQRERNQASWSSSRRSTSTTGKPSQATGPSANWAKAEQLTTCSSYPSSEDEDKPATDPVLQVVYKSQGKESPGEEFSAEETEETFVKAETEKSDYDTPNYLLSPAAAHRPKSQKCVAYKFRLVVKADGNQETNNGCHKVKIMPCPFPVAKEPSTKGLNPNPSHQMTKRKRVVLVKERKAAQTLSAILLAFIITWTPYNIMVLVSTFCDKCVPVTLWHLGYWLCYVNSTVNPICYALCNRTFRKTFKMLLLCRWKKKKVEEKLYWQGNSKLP
CHRM5 agonist: agonists of human muscarinic M5 receptor (CHRM5); activation, % at 3 µM; P08912; 0.19% of 360,000 active; AID 624037; CHO-K1 hM5 cells, Fluo-8 calcium fluorescence; 0% DMSO wells, 100% maximal acetylcholine response;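 active = activation above the run's mean over test compounds plus 3 SD, cut at about 23% in these data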;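 also: signal is peak over basal fluorescence ratio across the kinetic read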
CHRM1 antagonist: blocks human M1 muscarinic receptor | P11229 | CHO-K1 hM1, Fluo-8 calcium fluorescence, ACh EC80 antagonist | inhibition, % at 3 µM | 1.3% of 360,000 active | AID 588852;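 active = percent inhibition above its own plate's cutoff, namely the mean of that plate's compound wells plus 3 SD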;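 also: peak over basal fluorescence ratio during 140 s after agonist addition; 0% = ACh EC80 plus DMSO and 100% = DMSO alone without agonist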
M5 PAM: potentiates acetylcholine response at human M5 receptor; P08912; CHO-K1 hM5, Fluo-8 calcium, ACh EC20 PAM; 0% = ACh EC20, 100% = ACh EC100; activation, % at 3 µM; 0.3% of 360,000 active;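 active = activation above the run cutoff, the mean activation of all test compounds plus 3 SD, cut at about 18% in these data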
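System: CHO-K1 hM5 cells. Reagent: acetylcholine, EC20 level. Compound dosing: single dose, 3 µM nominal final test concentration. Timing: Post-acetylcholine fluorescence recording 140 s. Detection: Fluo-8 calcium fluorescence. Read-out: % activation, ACh-normalized. Benchmarks: ACh EC20 and EC100 wells. Repeats: singlicate, one well per test compound.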
CHRM1 PAM: positive allosteric modulators of human M1 muscarinic receptor; activation, % at 3 µM; CHO-K1 hM1, Fluo-8 calcium fluorescence, ACh EC20; 0% = ACh EC20, 100% = maximal ACh; 0.088% of 360,000 active; P11229; in the data active = activation above about 19%, passing the limit was not always enough
CHRM4 agonist: CHRM4 agonism in calcium assay; P08173; CHO-K1 hM4/Gqi5, Fluo-8 calcium fluorescence; vehicle 0%, full acetylcholine response 100%; activation, % at 3 µM; 0.14% of 360,000 active;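 active = activation above the run mean over all test wells plus 3 SD, cut at about 32% in these data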;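 also: peak over basal fluorescence ratio per well then scaled between controls; 0% = DMSO wells and 100% = acetylcholine at EC100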
Target sequence (P08173 whole entry, looked up): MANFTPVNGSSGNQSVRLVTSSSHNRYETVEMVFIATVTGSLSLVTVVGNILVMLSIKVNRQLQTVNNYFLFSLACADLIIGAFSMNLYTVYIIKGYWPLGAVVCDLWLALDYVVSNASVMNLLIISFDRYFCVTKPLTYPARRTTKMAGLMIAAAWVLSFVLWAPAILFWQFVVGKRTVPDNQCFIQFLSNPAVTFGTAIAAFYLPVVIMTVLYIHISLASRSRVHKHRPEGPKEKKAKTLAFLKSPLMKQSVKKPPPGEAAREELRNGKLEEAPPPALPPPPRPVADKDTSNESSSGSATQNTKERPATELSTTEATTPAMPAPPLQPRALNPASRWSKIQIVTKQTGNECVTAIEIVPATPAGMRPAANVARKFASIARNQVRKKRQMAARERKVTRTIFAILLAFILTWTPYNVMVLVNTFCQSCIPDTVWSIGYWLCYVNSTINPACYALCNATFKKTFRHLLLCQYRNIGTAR
CRFBP-R2 agonist: CRF-BP/CRF-R2 complex agonism | HEK293 CRF-R2/CRF-BP, calcium dye fluorescence (FLIPR); percent of saturating CRF peptide response | activation, % at 13.2 µM | AID 588473 | 0.46% of 350,000 active;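 active = activation of at least 50%, plus an integration ratio under a set limit after plate pattern correction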;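 also: plate controls were neutral control wells without compound for no effect and CRF at EC100 for full effect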
M4 PAM: positive allosteric modulators of human muscarinic M4 receptor | P08173 | CHO-K1 hM4/Gqi5, Fluo-8 calcium fluorescence, ACh EC20; 0% = ACh EC20, 100% = maximal ACh | activation, % at 3 µM | 0.4% of 360,000 active | AID 624126;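 active = activation above its plate's cutoff, the mean activation of sample wells plus 3 SD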; also: some results filed as inactive read as strong as hits
M4 antag: blocks acetylcholine activation of human M4 receptor. 0.73% of 360,000 active. inhibition, % at 3 µM. AID 624125. CHO-hM4 cells, ACh EC80, Fluo-8 calcium fluorescence;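 active = inhibition above its plate's cutoff, the mean inhibition of sample wells plus 3 SD, cut at about 27% in these data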;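 also: 0% = acetylcholine EC80 with DMSO and 100% = DMSO without agonist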
Starred values were filed as active, the others as inactive; · = no result given. Compounds were not picked by outcome, and some 2.8% of all compounds hit somewhere here.

SMILES	CHRM5 antagonist	CHRM5 agonist	CHRM1 antagonist	M5 PAM	CHRM1 PAM	CHRM4 agonist	CRFBP-R2 agonist	M4 PAM	M4 antag
Fc1cc2[nH]c(=S)[nH]c2cc1Cl	6	-2	-10	-1	6	0	0.1	-8	1
CCOC(=O)c1cccc(NC(=O)CSc2nncn2-c2ccccn2)c1	2	1	-15	3	16	0	-0.3	4	-3
O=C(CCCN1C(=O)/C(=C/c2ccccc2Cl)SC1=S)N1CCCC1	0	2	5	-1	-8	8	-1.5	-8	0
Fc1ccc(N2CCN(C3CCC(c4ccccc4)CC3)CC2)cc1 (stereo not given)	11	-21	19	-23	-17	-2	-0.4	-10	4
COc1cccc(-c2ccnc3[nH]n(-c4ccccc4)c(=O)c23)c1	-4	4	-9	-2	2	1	-0.4	-2	-4
COc1cccc(NC(=O)CSc2nc3ccccc3cc2Cc2ccccc2)c1	1	1	-5	2	2	0	1.4	0	1
NC(=O)C1Cc2ccccc2CN1C(=O)c1cccc(Oc2ccccc2)c1 (stereo not given)	8	0	-7	-4	8	4	-1.1	-5	-3
COC(=O)CN(c1ccc(OC)c(OC)c1)S(C)(=O)=O	-1	-3	-8	2	7	1	2.1	0	-2
CCOc1ccc(NC(=S)N2C3CCCC2CC(NC(=O)C2CC2)C3)cc1 (stereo not given)	7	-7	16	-3	-13	0	-0.1	-13	-4
COc1ccc(C2C3C(C)=NN=C3CC(C)(O)C2C(C)=O)cc1 (stereo not given)	-3	1	2	1	7	1	-1.3	-5	0
Clc1cccc(OCCCCCN2CCOCC2)c1	8	-7	9	-2	-9	3	0.1	-12	10
COc1ccc(NC(=O)CO/N=C(\C)c2cccs2)cc1	-9	-2	-4	1	0	3	3.2	-6	-11

An excerpt of these results, with values under each structure:
Sequence of screens – CHRM5 antagonist	CHRM5 agonist	CHRM1 antagonist	M5 PAM	CHRM1 PAM	CHRM4 agonist	CRFBP-R2 agonist	M4 PAM	M4 antag
> COc1cccc(-c2ccnc3[nH]n(-c4ccccc4)c(=O)c23)c1
 : -4	4	-9	-2	2	1	-0.4	-2	-4
> COc1cccc(NC(=O)CSc2nc3ccccc3cc2Cc2ccccc2)c1
 : 1	1	-5	2	2	0	1.4	0	1

(list continues)
SMILES	CHRM5 antagonist	CHRM5 agonist	CHRM1 antagonist	M5 PAM	CHRM1 PAM	CHRM4 agonist	CRFBP-R2 agonist	M4 PAM	M4 antag
Cc1nc2cc(N3CCOCC3)c(NC(=O)C3CC3)cc2c(=O)n1Cc1ccccc1	8	-2	-15	-2	1	0	0.6	-3	-1
Cc1ccc(C(C(=O)NC2CCCCC2)N2CCN(C(=O)c3ccco3)CC2)cc1 (stereo not given)	-10	-8	-10	7	8	0	0.8	-1	-4
O=C(N/N=C/c1cccc(O)c1)N/N=C/c1cccc(O)c1	13	-7	16	-21	-19	2	7.9	-11	-14
Cc1ccc2[nH]c3c(c2c1)CCCC3=O	-2	-8	-2	13	4	-1	0.9	1	8
COc1ccc(C2CC(=O)C3=C(C2)Nc2ncnn2C3c2ccccc2C)cc1 (stereo not given)	7	-2	-8	-11	-1	7	-4.8	-2	-12
CCOC(=O)C1=C(CSc2nc(C)cc(C)c2C#N)OC(N)=C(C#N)C1c1ccccc1 (stereo not given)	-3	-2	12	-6	-5	3	2.8	0	1
CC(C)(C)OC(=O)N[C@@H](Cc1ccccc1)C(=O)N[C@@H](CO)[C@H](O)[C@@H]1C[C@@H]1C(=O)NC1CCCCC1	0	5	-19	0	14	2	0.9	11	-3
CC(C)c1ccccc1-n1c(-c2cccnc2)n[nH]c1=S	2	-1	-1	10	10	0	-0.3	0	-1
COCCNc1nc(Nc2ccc(C)cc2C)c2sccc2n1	8	1	-14	-6	7	8	·	1	-1
C=CCn1c(OCc2ccccc2)n[nH]c1=S	2	-7	-1	0	3	0	0.7	-3	2
CC(C)Cc1nc2sc3c(=O)[nH]cnc3c2c2c1CCC2	12	-1	-2	-6	5	2	0.2	0	7
COc1cccc(NC(=O)CN(C)C(=O)CN2C(=O)NC(C)(c3ccc(C)cc3)C2=O)c1 (stereo not given)	8	0	-12	4	7	0	-1.5	1	-1
Nn1c(Cc2ccccc2F)nnc1SCC(=O)N1CC(=O)Nc2ccccc21	-3	0	-1	-2	6	0	-1.6	8	-1
O=C(NCc1cccnc1)c1cccc2c1C(=O)N(Cc1cccnc1)C2	-4	-6	-8	19*	7	1	-0.6	7	0
O=C(Nc1ccc(F)cc1)c1nc[nH]c1C(=O)O	-6	-5	0	0	-1	1	4.2	8	-12
O=C1NN(c2ccccc2)C(=O)/C1=C\c1cccn1-c1ccc(Cl)c([N+](=O)[O-])c1	-3	0	-18	4	9	0	-0.5	8	0
Nc1cccnc1Sc1ccccc1	6	6	13	-14	-4	12	-1.1	-31	7
Nc1nc(-c2ccco2)nn1C(=O)c1ccccc1Cl	4	1	2	4	6	1	-0.2	-8	5
CCOC(=O)c1c(N)sc2c1CCS(=O)(=O)C2	-1	-1	2	0	3	0	0.1	6	0
Cn1cnnc1Sc1ccc(/C=C(\CCC(=O)O)c2nc3ccccc3s2)cc1[N+](=O)[O-]	1	-2	-5	8	5	0	-1.7	10	-1
O=C(O)CCCC(=O)Nc1cccc2cccnc12	-3	3	0	2	3	0	0.3	-6	4
CSc1ncc(F)c(N(CCO)CCO)n1	2	1	1	2	8	1	1.8	12	-1
COc1cc(OC)nc(C(NC(=O)C2CCN(Cc3ccc(N(C)C)cc3)CC2)c2ccc(F)cc2)n1 (stereo not given)	6	-3	-12	-6	10	2	·	7	-8
O=C(c1noc2c1CCCC2)N1CCCCC1	-4	-6	-9	8	5	-1	-1.6	2	0
c1cc(CN2CCN(C3CCCCCC3)CC2)ccn1	6	-12	1	1	-3	1	-0.8	-11	5
NC(=O)C1=C[C@@H](c2ccc(C(F)(F)F)cc2)C[C@@H](OCc2ccc(CO)cc2)O1	9	4	-8	-4	10	2	-1.2	1	2
Cc1ccc(C(=O)N/C(=C\c2ccccc2)C(=O)NCC2CCCO2)cc1 (stereo not given)	2	-3	4	-2	-2	0	-3.0	-2	9
Cc1cc(C)c(C)c(N=Nc2nc3ccccc3n2C)c1C	-4	-9	-17	-3	-1	-2	-4.2	3	-12
CC1CCCC(NC(=O)CSc2ncccc2C(=O)O)C1C (stereo not given)	-5	-2	4	-3	4	1	2.4	5	-2
Cc1cc(C)cc(N(CC(=O)NCC2CCCO2)S(=O)(=O)c2c(C)noc2C)c1 (stereo not given)	4	1	-17	-3	9	1	-0.8	3	-5
CCOC(=O)C1=C(c2ccccc2)N(C)C(=O)NC1c1ccc(OC(F)F)c(OC)c1 (stereo not given)	-3	-9	-4	2	1	1	0.8	3	-3
O=C(O)c1ccccc1C(=O)NCC(O)COc1ccc(Cl)cc1 (stereo not given)	18	-4	-1	-1	0	1	-0.5	13	2
COc1ccc(NC(=S)Nc2ccc(S(=O)(=O)N3CCCCC3)cc2)cc1	-7	0	-8	2	1	0	-0.6	-5	-5
CC(C)(NO)/C(=N\O)c1ccc(Cl)cc1	-4	-3	-5	5	10	0	-1.0	3	0
Cc1cc(C)c(C)c(S(=O)(=O)N2CCN(C(=O)c3cc(=O)[nH]c4ccccc34)CC2)c1C	26	3	29	-20	-10	27	0.2	-18	23
Cc1ccc(C(=O)NC(C)C2CC3CCC2C3)cc1 (stereo not given)	3	0	-12	-1	12	-1	-0.1	-1	-4
COc1ccc(N(C(=O)CS(=O)CC(=O)Nc2ccc(F)cc2)C(C(=O)NC2CCCCC2)c2cccs2)cc1 (stereo not given)	1	4	-2	0	3	0	-1.2	-3	5
CCN(CC)S(=O)(=O)c1cc(C(=O)NC2CCCCC2)ccc1C	-4	2	-7	3	7	1	-0.6	5	1
CCn1nc(C(=O)Nc2ccccc2N2CCCC2)c2ccccc2c1=O	8	-1	9	-11	-2	6	-1.9	-5	2
Cc1ccc(C(=O)OCc2nnc(-c3ccccc3)o2)s1	-1	0	12	-1	-3	3	-6.6	1	-5
O=C(NCCc1ccccc1)C1CCCN(S(=O)(=O)c2cnc[nH]2)C1 (stereo not given)	-4	-2	-14	1	9	1	-1.1	13	-13
Cn1c2c(c(=O)n(C)c1=O)C(c1cccc([N+](=O)[O-])c1)Nc1ccccc1O2 (stereo not given)	-4	-6	-23	-4	4	1	-2.8	7	2
COCCCNc1oc(COc2ccc(Cl)cc2Cl)nc1C#N	-5	-3	-3	-6	1	2	2.7	15	2
S=C(NCc1cccs1)Nc1ccccc1Cl	-5	-4	6	0	-3	0	-1.8	5	-6
Cc1sc(NC(=O)c2cccc([N+](=O)[O-])c2)c(C(N)=O)c1-c1ccc(C(C)(C)C)cc1	0	-3	-6	1	5	0	-1.5	2	1
Cc1ccc(S(=O)(=O)N/N=C/c2ccc(OC3CSC3)cc2)cc1	15	38*	37*	-1	-4	42*	75*	4	20
Cc1ccc2sc(N(CCCN(C)C)C(=O)c3ccc(S(=O)(=O)N4CCOCC4)cc3)nc2c1C	0	-4	-5	-2	1	4	0.5	-3	4
CCn1nc(C)c(/C=N/NC(=O)c2nc3nc(C)cc(C)n3n2)c1C	1	4	-8	3	22	0	-4.7	-5	-3
NS(=O)(=O)c1cccc(C(=O)N2CCCc3ccccc32)c1	10	2	15	-4	-6	0	-1.9	-3	2
Cc1cc(=O)oc2cc3oc(=O)cc(C)c3cc12	-2	0	-15	3	10	0	-0.3	4	5
CCN(CC)c1ccc2cc(S(=O)(=O)c3ccc(Cl)cc3)c(=O)oc2c1	5	2	-16	0	16	2	118*	4	-10
C[C@H](NC(=O)c1nc[nH]c1C(=O)N1CCc2ccccc2C1)c1ccccc1	16	-1	8	-15	2	1	-1.0	1	6
O=C(NCc1cccnc1)c1cc(C2CCCN(S(=O)(=O)c3ccccc3)C2)on1 (stereo not given)	-2	0	-13	1	6	1	·	5	-10
Cn1ncc(Br)c1C(=O)N/N=C/c1ccc(OS(=O)(=O)c2ccccc2)cc1	1	-1	2	-8	1	9	-1.9	-8	11
O=C(CCCCn1c(=O)[nH]c2ccccc2c1=O)NCc1ccc2c(c1)OCO2	1	-1	-2	-2	1	1	-3.5	5	-2
C=CCNC(=O)c1ccc2c3n(nc2c1)-c1ccc(Cl)cc1CO3	9	-4	-5	0	7	2	-2.6	13	-8
COc1ccc(CC(=O)OCC(=O)Nc2ncc(Cl)c(C)c2Cl)cc1	8	1	0	-3	9	0	-2.0	3	-7
c1coc(CN(Cc2cccs2)Cc2nnnn2C2CCCCC2)c1	-7	-1	8	-1	0	-3	-0.8	-2	9
Cc1cc2nc(-c3ccco3)c(Cc3cccc(Cl)c3)n2c(C)c1Br	-5	4	·	-5	·	0	·	4	-7
COCCN1Cc2cccc(C(=O)Nc3ccc(S(=O)(=O)N4CCOCC4)cc3)c2C1=O	-1	4	4	6	5	0	-1.1	3	-9
CCOC(=O)N1CCN(C(=S)NC(=O)c2nn(C)cc2Br)CC1	2	2	-4	-4	2	-1	-0.5	-6	5
O=C(O)c1ccccc1C(=O)NC1CCCCNC1=O (stereo not given)	-11	1	-8	12	4	0	7.0	8	-11
